PERK inh: block of dimerizer-induced PERK translation repression, primary screen, PERK inhibitor project, CHO PERK-DD cells, SEAP luminescence, HTS; Eukaryotic translation initiation factor 2-alpha kinase 3 (Homo sapiens), Q9NZJ5; CHO PERK-DD fusion, SEAP luminescence translation reporter; inhibition, % at 5.6 µM; 0.17% of 220,000 active; AID 1416, 2008;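 active means inhibition above the mean inhibition of all tested compounds plus 3 SD, set separately per screening campaign, cut at about 2.9% in these data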;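 further: PERK kinase domain activated by AP20187 dimerizer at 100 nM; 0% = DMSO with dimerizer and 100% = rapamycin at 8.4 µM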
Target sequence (Q9NZJ5 whole entry, looked up, the tested form may be a part): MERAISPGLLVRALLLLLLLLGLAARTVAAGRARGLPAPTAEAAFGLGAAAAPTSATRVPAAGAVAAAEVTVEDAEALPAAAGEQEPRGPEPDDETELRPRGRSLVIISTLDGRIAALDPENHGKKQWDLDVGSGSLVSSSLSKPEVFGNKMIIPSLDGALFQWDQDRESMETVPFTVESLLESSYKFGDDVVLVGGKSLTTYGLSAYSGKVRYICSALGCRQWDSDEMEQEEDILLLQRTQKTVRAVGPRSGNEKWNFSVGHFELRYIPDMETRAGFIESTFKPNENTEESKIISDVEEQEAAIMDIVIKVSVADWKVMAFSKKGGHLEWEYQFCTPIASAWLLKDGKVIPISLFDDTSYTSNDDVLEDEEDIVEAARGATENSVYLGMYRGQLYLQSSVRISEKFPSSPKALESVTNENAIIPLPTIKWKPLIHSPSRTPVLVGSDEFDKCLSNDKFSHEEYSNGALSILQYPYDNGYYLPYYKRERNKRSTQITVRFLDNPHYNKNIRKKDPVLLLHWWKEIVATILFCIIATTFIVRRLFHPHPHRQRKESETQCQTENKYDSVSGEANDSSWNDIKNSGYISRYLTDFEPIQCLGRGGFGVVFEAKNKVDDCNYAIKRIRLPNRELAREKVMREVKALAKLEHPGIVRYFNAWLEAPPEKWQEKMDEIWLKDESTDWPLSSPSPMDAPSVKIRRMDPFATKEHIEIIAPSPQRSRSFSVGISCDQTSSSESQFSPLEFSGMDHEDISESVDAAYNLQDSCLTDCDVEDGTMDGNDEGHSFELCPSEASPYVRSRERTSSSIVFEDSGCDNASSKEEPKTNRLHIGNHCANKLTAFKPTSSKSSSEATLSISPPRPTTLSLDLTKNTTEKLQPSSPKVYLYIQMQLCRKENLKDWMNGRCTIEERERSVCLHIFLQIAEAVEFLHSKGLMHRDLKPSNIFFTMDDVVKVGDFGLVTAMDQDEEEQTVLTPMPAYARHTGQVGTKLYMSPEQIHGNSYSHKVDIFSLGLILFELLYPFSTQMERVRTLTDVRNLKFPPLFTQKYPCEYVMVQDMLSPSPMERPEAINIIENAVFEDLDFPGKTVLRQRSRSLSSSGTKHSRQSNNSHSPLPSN
eIF4E 4G PPI: eIF4E–eIF4G protein interaction inhibitors, primary screen, biochemical, uHTS, TR-FRET, eIF4GI fragment; Eukaryotic translation initiation factor 4E (Mus musculus) + Eukaryotic translation …; TR-FRET eIF4E-eIF4GI(517-606) binding, 2 h; inhibition, % at 21.7 µM; 0.37% of 220,000 active;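 active means inhibition above about 30%, limit read from the data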;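 further: 0% = full FRET control wells and 100% = background wells lacking eIF4GI fragment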
S1P4 antagonist: S1P4 receptor antagonists, primary screen, cell-based. Sphingosine 1-phosphate receptor 4 (Homo sapiens), O95977. S1P4-expressing cells, antagonist mode, reporter read-out. inhibition, % at 4.98 µM. 0.26% of 220,000 active; in the data active means inhibition above about 29%;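 further: 0% = wells stimulated with agonist and 100% = vehicle wells without agonist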
Mdm2 ligase inh: MDM2-luciferase reporter signal enhancers, primary screen, MDM2 E3 ligase inhibitor project, cell-based, luminescence, 1536-well. cell-based MDM2 ubiquitination luciferase reporter, 2 h; 0 = plate control, 100 = twice control, blank-subtracted. signal enhancement, % at 5 µM. 0.11% of 210,000 active. AID 1230, 2008;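 active means signal enhancement of 30% or more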;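 further: luminescence tracks abundance of the self-degrading MDM2-luciferase fusion protein; higher signal means inhibition of MDM2 E3 ligase activity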
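test system = mammalian cells stably expressing self-ubiquitinating, self-degrading MDM2 E3–luciferase fusion | quantity = 2000 cells/well | incubation = cell settling 4 h, compound treatment 2 h, both 37 °C | signal = luminescence with SteadyLite reagent, 15 min at room temperature | evaluation = % enhancement relative to plate controls after blank subtraction | benchmarks = plate controls and plate blanks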
Ba/F3 V617F tox: reduced viability of JAK2V617F-dependent Ba/F3 cells, primary screen, JAK2V617F inhibitor project, cell-based, Ba/F3 EpoR-JAK2V617F, luminescence; AID 1446, 2008; ATP luminescence; inhibition, % at 5.6 µM; 1.1% of 220,000 active;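 active means inhibition above the campaign mean plus 3 SD over all tested compounds, cut at about 24% in these data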;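 further: cytokine-independent growth of Ba/F3 cells driven by EpoR plus mutant JAK2; 0% = DMSO-treated cells and 100% = JAK inhibitor I control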
NPY-Y2 PAM-ag: NPY-Y2 potentiators or agonists, primary screen, cell-based; Neuropeptide Y receptor type 2 (Homo sapiens), P49146; cells expressing NPY-Y2, potentiator/agonist read-out; activation, % at 3.6 µM; 0.45% of 220,000 active; in the data active means activation above about 27%;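 further: cells stimulated with NPY near EC25 plus isoproterenol at EC100; 0% = vehicle plus submaximal agonist and 100% = vehicle plus saturating agonist; some results beyond the cut were filed as inactive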
BaF3 parental: parental Ba/F3 cell viability inhibition, counter-screen for JAK2V617F inhibitor project, murine pro-B, CellTiter-Glo luminescence | inhibition, % at 5.6 µM | 1.1% of 220,000 active | AID 1486, 2009 | CellTiter-Glo ATP luminescence;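 active means inhibition above a per-campaign cutoff, the mean inhibition of all tested compounds plus 3 SD, cut at about 27% in these data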;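 further: 0% = DMSO wells and 100% = JAK Inhibitor I control wells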
Wee1 stabilizer: Wee1 degradation inhibitors, primary screen, cell-based, HeLa, Wee1K328M-luciferase, luminescence; HeLa Luc-Wee1K328M stability; 100% = proteasome inhibitor MG132 effect; reporter increase, % at 5 µM; 1.2% of 220,000 active; AID 1321, 2008;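 active means activation above the mean of all tested compounds plus 3 SD, set per screening run, cut at about 8.8% in these data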;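 further: cells exposed to compound for 20 h before luminescence read; 0% = DMSO alone and 100% = MG132 at 30 µM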
S1P4 agonist: S1P4 receptor agonists, primary screen, cell-based; activation, % at 4.98 µM; S1P4-expressing cell line, agonist reporter assay; Sphingosine 1-phosphate receptor 4 (Homo sapiens), O95977; 0.35% of 220,000 active; in the data active means activation above about 11%;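 further: 0% = DMSO vehicle and 100% = reference agonist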
An asterisk follows results filed as active; x = no result given; [ ] = another dose, or the depositor's remark.

SMILES | PERK inh | eIF4E 4G PPI | S1P4 antagonist | Mdm2 ligase inh | Ba/F3 V617F tox | NPY-Y2 PAM-ag | BaF3 parental | Wee1 stabilizer | S1P4 agonist
CC(=O)c1ccc(OC(C)C)c(CSC(=N)N)c1 | 0.2 | 0 | -15 | -8 | -3 | 2 | 6 | 9 | 1.2
Cc1c(C=N)c(O)n(C)c(=O)c1C#N | -0.7 | -2 | -17 | -8 | 0 | 11 | 0 | 8 | 2.8
Cc1cccc(NC(=S)NNc2ncc(C(F)(F)F)cc2Cl)c1 | 0.7 | 10 | 5 | 1 | -2 | 3 | 3 | -2 | -0.3
CCOC(=O)CC(=O)CSc1nc2c(c(-c3cccs3)c1C#N)CCC2 | 0.4 | 4[fluorescence artefact?] | -8 | -17 | -3 | 11 | 1 | 6 | 2.1
CCOc1nnc(C)c2c(C)n(-c3cccc(Cl)c3)nc12 | -2.3 | -7[fluorescence artefact?] | -5 | -14 | -2 | 1 | 1 | 0 | -0.9
CC(C)(C)c1cc(C(=O)O)n(Cc2ccc(Cl)cc2Cl)n1 | 0.5 | 3 | -2 | 1 | -2 | -8 | -4 | 1 | 0.0
CCOC(=O)C1(CCc2ccccc2)CCN(C(=O)CCc2cnn(C)c2)CC1 | 0.5 | -2 | 7 | -7 | -3 | -11 | 4 | 1 | 0.3
COc1ccccc1CCNC(=O)c1cc(-c2ccccn2)nc2ccc(Br)cc12 | -1.0 | 7 | -23 | -13 | 1 | -19 | 2 | -3 | -0.9
NCc1ccccc1COc1ccccc1 | 0.7 | 1 | 4 | -1 | -4 | 2 | -2 | -1 | 1.1
CC(C)(C)NC(=O)COC(=O)c1ccc(O)cc1 | 2.4 | 3 | 3 | -11 | 1 | 17 | 5 | 3 | 3.1
CCOC(=O)C/C(C)=N/NC(=O)Nc1ccccc1 | 0.0 | 4 | 6 | -7 | 1 | 6 | 4 | 0 | 2.6
CCCC1=C(C(=O)OCC)C(c2cc(Cl)cc(OC)c2OCc2ccccc2)NC(=O)N1 (centres undefined) | 0.3 | 2 | -5 | -12 | 0 | -3 | 6 | -1 | 0.1
O=C(c1ccccc1)c1c[nH]c2cc3c(cc2c1=O)OCO3 | -0.3 | -3 | -29 | -10 | 2 | 15 | 3 | 0 | -3.1
CCN(CC)CCCNC(=S)N(Cc1cccnc1)Cc1cc2cc(C)cc(C)c2[nH]c1=O | 0.1 | 4 | -17 | -6 | -4 | 4 | -4 | 8 | 0.3
COCCNC(=O)C1CCN(S(=O)(=O)c2c(C)noc2/C=C/c2cccs2)CC1 | -1.3 | 2 | 2 | -8 | 3 | -24 | 1 | 4 | 1.8
Cc1cc(NC2C3CC4CC(C3)CC2C4)n2ncnc2n1 (centres undefined) | 0.8 | 7 | -4 | -12 | -4 | 16 | 0 | -1 | -1.8
COc1cc(/C=C/C(=O)O)ccc1OS(=O)(=O)c1cc(C)ccc1C | 1.4 | 5 | -9 | 1 | 5 | 3 | 8 | 3 | 1.1
O=C(Nc1ccc(F)cc1F)c1ccc(-n2cccn2)c([N+](=O)[O-])c1 | 0.3 | -3 | -7 | -12 | -1 | 15 | 1 | 0 | -1.5
CS(=O)(=O)N(Cc1ccc(Cl)cc1)c1ccc(C(=O)N/N=C/c2cc3ccccc3nc2Cl)cc1 | 0.1 | -1 | -13 | -14 | 2 | -3 | 9 | 0 | 0.3
CC1CCN(C(=O)C(Cc2ccccc2)NS(=O)(=O)c2ccc3c(c2)oc(=O)n3C)CC1 (centres undefined) | -0.2 | 2 | 8 | -14 | 4 | -19 | 2 | 3 | -0.3
Cc1cccc(NC(=O)COC(=O)c2ccc3c(=O)n4c(nc3c2)CCC4)c1 | 0.9 | 1 | -13 | -10 | 1 | -5 | 6 | 0 | -0.5
CC(C)(C)NC(=O)CSc1nc(-c2ccccc2)cc(=O)[nH]1 | 1.2 | 0 | -13 | -6 | 2 | -11 | 6 | -1 | 0.2
Cc1cc(CNC(=O)CCc2nnc(CCCCc3ccccc3)o2)nn1C | -0.2 | -1 | -12 | 6 | 3 | 4 | 4 | -3 | -0.4
O=C(CSc1ccccn1)C12CC3CC(CC(C3)C1)C2 | 0.7 | 2 | 0 | -2 | 1 | -5 | 7 | 1 | -2.7
CSCCC(Nc1ccc(S(=O)(=O)N2CCOCC2)cc1[N+](=O)[O-])C(=O)OCC(=O)N(C(C)C)C(C)C (centres undefined) | -0.6 | -3[fluorescence artefact?] | -4 | -5 | 2 | 5 | 7 | 2 | 0.1

Reformatted tab-delimited: six of the compounds above.
SMILES	PERK inh	eIF4E 4G PPI	S1P4 antagonist	Mdm2 ligase inh	Ba/F3 V617F tox	NPY-Y2 PAM-ag	BaF3 parental	Wee1 stabilizer	S1P4 agonist
O=C(Nc1ccc(F)cc1F)c1ccc(-n2cccn2)c([N+](=O)[O-])c1	0.3	-3	-7	-12	-1	15	1	0	-1.5
CS(=O)(=O)N(Cc1ccc(Cl)cc1)c1ccc(C(=O)N/N=C/c2cc3ccccc3nc2Cl)cc1	0.1	-1	-13	-14	2	-3	9	0	0.3
CC1CCN(C(=O)C(Cc2ccccc2)NS(=O)(=O)c2ccc3c(c2)oc(=O)n3C)CC1 (centres undefined)	-0.2	2	8	-14	4	-19	2	3	-0.3
Cc1cccc(NC(=O)COC(=O)c2ccc3c(=O)n4c(nc3c2)CCC4)c1	0.9	1	-13	-10	1	-5	6	0	-0.5
CC(C)(C)NC(=O)CSc1nc(-c2ccccc2)cc(=O)[nH]1	1.2	0	-13	-6	2	-11	6	-1	0.2
Cc1cc(CNC(=O)CCc2nnc(CCCCc3ccccc3)o2)nn1C	-0.2	-1	-12	6	3	4	4	-3	-0.4

(listing goes on)
SMILES | PERK inh | eIF4E 4G PPI | S1P4 antagonist | Mdm2 ligase inh | Ba/F3 V617F tox | NPY-Y2 PAM-ag | BaF3 parental | Wee1 stabilizer | S1P4 agonist
Clc1ccc(OCc2cn3cccnc3n2)c2ncccc12 | -0.6 | x | -6 | -5 | 0 | -10 | 0 | 11* | -0.3
COc1cc(-c2nnc(SC/C=C/c3ccccc3)n2N)cc(OC)c1OC | -0.9 | 1[fluorescence artefact?] | 8 | -17 | -2 | -1 | 0 | 3 | -0.4
C/C=C/c1ccc(OCCN2CCc3ccccc3C2)c(OC)c1 | -0.5 | 5 | 9 | -11 | -2 | -6 | 1 | 0 | 2.1
COc1cc(OC)c(OC)cc1C#N | 0.3 | -1 | 3 | 9 | -1 | -2 | -1 | 0 | -0.6
COC(=O)c1c(NC(=O)c2cccs2)sc2c1CCC(C)C2 (centres undefined) | 0.4 | 8 | 0 | -10 | -1 | 8 | 1 | -2 | -0.7
COc1ccccc1CNC(=O)C(=O)NCC1OCCN1C(=O)c1ccc(Cl)cc1 (centres undefined) | -0.2 | -6 | -1 | 1 | -2 | -10 | 2 | 3 | 0.4
O=C(Cc1ccc(Nc2nc3ccc(Br)cc3[nH]2)cc1)NCCc1cccs1 | -0.4 | -2 | -13 | -87 | -2 | 5 | 1 | 0 | -0.5
Cc1cc(=O)oc2cc(OC(=O)c3cncc(Br)c3)ccc12 | 0.8 | 4 | -20 | -12 | 5 | 0 | 2 | 1 | 11
CCCCNS(=O)(=O)c1ccc(NC(=O)c2c(-c3ccccc3Cl)noc2C)cc1 | -0.2 | 3 | -2 | -9 | -3 | -10 | 3 | -1 | 1.2
CCC(=O)n1nc(-c2ccc(OC)cc2)nc1N | 0.9 | -4 | 4 | -8 | 1 | 8 | 1 | 4 | -1.1
O=C(O)CCCCCN1C(=O)/C(=C/c2ccncc2)SC1=S | 1.0 | 17 | -4 | 14 | -6 | 7 | -4 | 0 | 0.1
COCCn1c(C)cc(C(=O)COC(=O)c2ccc(-n3nc(C)cc3C)cc2)c1C | 1.1 | 2 | -24 | -23 | -3 | 20 | -2 | -3 | -0.4
O=C(c1cc([N+](=O)[O-])ccc1N1CCCCC1)N1CCCC1 | 0.3 | 8 | -10 | -13 | 1 | -9 | 4 | -2 | 1.6
O=C(O)c1ccc(Cl)c(S(=O)(=O)N2CCCCCC2)c1 | -0.2 | 2 | -19 | 7 | 2 | 13 | 1 | 3 | 1.8
Cn1c(=O)[nH]c(=O)c2c1nc(NCCCO)n2CCOc1ccccc1 | 0.3 | -1 | -12 | -4 | -2 | -4 | 4 | 6 | -0.6
COc1ccc[nH]c1=O | 2.3 | -3 | 4 | -2 | -1 | 5 | 7 | 0 | -1.4
O=NC1=C(c2c(O)[nH]c3ccccc23)CCCC1 | 0.9 | 2 | -11 | -1 | -4 | -7 | 1 | -2 | 0.8
CC(C)CC(c1nnnn1C(C)C)N1CCN(c2ccccc2)CC1 (centres undefined) | 0.2 | 4 | -4 | -21 | 2 | -18 | 9 | -2 | -0.6
CCC(=O)N1CCc2cc(S(=O)(=O)NCCCN(CC)Cc3ccccc3)ccc21 | -2.2 | 1 | -19 | -15 | -1 | -3 | 2 | 0 | 0.3
O=C(CN1C(=O)S/C(=C/c2cc(Br)cs2)C1=O)N1CCOCC1 | 1.4 | -3 | -13 | -13 | -2 | -14 | 7 | -2 | 0.0
c1ccc(-c2cnnc(N3CCCCC3)n2)cc1 | 0.8 | 11 | -10 | -19 | -2 | 3 | 2 | -1 | 0.5
Cc1cc(NC(=O)CSc2nc(C(C)C)nc3sc4c(c23)CCCC4)no1 | -1.2 | -26[fluorescence artefact?] | -20 | -3 | -5 | -3 | 1 | 2 | 2.6
CCOC(=O)c1c(C)[nH]c(C(=O)CN2CC(C)OC(C)C2)c1C (centres undefined) | -0.1 | -4 | -8 | -9 | 0 | 6 | 2 | -3 | -0.8
COc1ccccc1C(C)NC(=O)CCOc1cccc(C)c1 (centres undefined) | -0.1 | 1 | -12 | -6 | 0 | -2 | 3 | 0 | 2.4
COc1ccc(Br)cc1C1N2CC3(C)CN1CC(C)(C2)C3=O (centres undefined) | 0.9 | -5 | 6 | -4 | -4 | -1 | -2 | -2 | -0.8
O=[N+]([O-])c1ccc(Nc2nc(N/N=C/c3cccc(F)c3)nc(N3CCCC3)n2)cc1 | 0.2 | -11 | 1 | -20 | -3 | 10 | 8 | -1 | 3.6
Cn1cnc([N+](=O)[O-])c1Sc1ccccc1 | 1.0 | 0 | -2 | -16 | 5 | -20 | 1 | 2 | 1.8
CC(C)COc1ccc(C(=O)NC(=S)Nc2ccc(CN3CCOCC3)cc2)cc1 | 0.4 | 5 | -16 | -13 | 4 | 3 | 9 | -4 | 3.6
Cc1ccc(S(=O)(=O)NCC(=O)N/N=C/c2ccc(Cl)cc2Cl)cc1 | -0.6 | 5 | -9 | -2 | -1 | 1 | 4 | 1 | 0.7
O=C(O)c1ccccc1C(=O)c1cccs1 | 0.2 | 1[fluorescence artefact?] | -10 | -17 | 0 | 10 | 4 | 0 | 0.8

Assay outcomes from PubChem BioAssay.
